12-hLO inh: inhibitors of human 12-lipoxygenase (ALOX12); P18054; purified 12-hLO, xylenol orange hydroperoxide absorbance; Potency, µM (series often up to 57.1 µM), for the others: at the top dose activity change, negative = inhibition, most hits filed as inhibitors; 0.12% of 150,000 active; AID 1452; also: potency is read from the fitted curve at half-maximal effect; nearly all actives have a fitted effect of over 55% in size; many of its hits are not listed in these tables
Target sequence (P18054 whole entry, looked up): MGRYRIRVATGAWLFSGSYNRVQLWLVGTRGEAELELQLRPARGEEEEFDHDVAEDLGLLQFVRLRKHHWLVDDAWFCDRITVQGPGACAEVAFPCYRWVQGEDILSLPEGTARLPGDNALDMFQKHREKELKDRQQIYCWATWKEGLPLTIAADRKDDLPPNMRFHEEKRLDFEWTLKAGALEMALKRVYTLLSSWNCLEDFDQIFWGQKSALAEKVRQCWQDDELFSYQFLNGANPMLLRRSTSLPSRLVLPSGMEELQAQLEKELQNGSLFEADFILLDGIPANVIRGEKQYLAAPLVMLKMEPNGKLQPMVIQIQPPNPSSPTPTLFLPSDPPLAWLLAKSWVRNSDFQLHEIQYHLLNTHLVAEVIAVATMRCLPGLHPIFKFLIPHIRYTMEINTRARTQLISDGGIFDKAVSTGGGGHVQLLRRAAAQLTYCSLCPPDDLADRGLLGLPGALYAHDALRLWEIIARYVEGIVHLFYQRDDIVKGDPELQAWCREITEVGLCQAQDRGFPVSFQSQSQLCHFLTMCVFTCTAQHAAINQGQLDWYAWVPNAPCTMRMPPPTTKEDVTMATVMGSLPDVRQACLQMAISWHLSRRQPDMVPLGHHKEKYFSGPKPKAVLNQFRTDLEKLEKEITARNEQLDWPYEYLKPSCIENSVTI
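150 nM 12hLO, 25 mM Hepes pH 7.0 + 0.01% Triton X-100; cpd preinc 15 min RT; 40 uM arachidonic acid, 30 min RT; Fe-XO 30 min; A573/A405 ratio as read-out.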
ALOX15B inhib: inhibitors of human 15-lipoxygenase 2 (ALOX15B); O15296; purified 15hLO-2, xylenol orange hydroperoxide absorbance; Potency, µM (titrated, usually from 57.1 µM), for inactives: at the top dose activity change, negative = inhibition, hits mostly inhibitors; 0.56% of 110,000 active; also: potency is read from the fitted curve at half-maximal effect; nearly all actives have a fitted effect of over 60% in size; many of its hits are not listed in these tables
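Purified human 15hLO-2 (50 nM final) preincubated with compounds 15 min at room temperature in 25 mM Hepes pH 7.5, 0.01% Triton X-100, then 45 uM arachidonic acid added for 90 min; hydroperoxide detected via ferrous/xylenol orange, 573/405 nm absorbance ratio.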
PNC inhibitor: perinucleolar compartment assembly inhibition; PC3M PTB-GFP, PNC prevalence imaging, 16 h; active compounds read low; activity change (PNC), negative = inhibition, % at 10 µM; 3.1% of 140,000 active; AID 2417;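 active = readout at or below -70, meaning at least 70% loss of cells showing the perinucleolar compartment, a nuclear body marking cancer cells; inconclusive = readout between -30 and a set limit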;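 also: plate controls were DMSO wells for no effect and camptothecin positive control wells for full effect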
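Read-out is percentage of cells bearing a perinucleolar compartment, from automated 20x imaging of fixed, Hoechst-stained PC3M PTB-GFP cells. Cells were seeded 4 h, then exposed 16 h to compound (23 nl of library stock) in duplicate plates.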
IMPase cell inh: membrane-permeable compound that blocks inositol monophosphatase; P97697; CHO-M1 cells, IP1 accumulation, HTRF TR-FRET ratio; inhibition (IP1 accumulation), % at 46.1 µM; 120,000 tested, under 10 active; AID 901; active = well fitted curve in the direction sought with a large enough effect in the signal ratio, not every such curve was filed as active; inconclusive = small, poorly fitted or top-dose-only effect, or a change in a side signal; inactive = no such curve, though single readings can be large or run the other way; the % refers to the signal ratio;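 also: cells stimulated with carbachol in lithium chloride buffer; plate controls were DMSO basal wells for no effect and reference inhibitor wells for full effect; higher means more IMPase inhibition seen as more IP1 and lower FRET ratio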
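Seeded CHO-M1 cells were dosed with compound at up to 46 uM, stimulated with carbachol for 30 min, then lysed in IP-One detection reagents. Higher IP1 lowers the TR-FRET signal.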
Active calls of the source: *; ? = inconclusive; . = not tested or not shown; & = joins results of further samples; [ ] = dose if it differs, or a comment. Unless noted, calls follow the shape of the dose curve; as a rule, active = well fitted curve in the direction sought with a large enough effect; inconclusive = small, poorly fitted or top-dose-only effect, or another doubt; inactive = no such curve, though single readings can be large; an effect the other way counts as inactive or inconclusive. Unless noted, % is scaled to controls: 0 for no effect and ±100 for the full control effect. This is a subset (hit frequency here may not be typical).

Key to letters: A = 12-hLO inh; B = ALOX15B inhib; C = PNC inhibitor; D = IMPase cell inh
CCOCCn1c(SCC)nc2c1c(=O)[nH]c(=O)n2C
  A: 8%	B: .	C: 1	D: 3

Cc1cc(C)n2c(SCCN3C(=O)c4ccccc4C3=O)nnc2n1
  A: 1%	B: .	C: 1	D: -10

Cc1cc(NC(=O)CSc2nnc(NC(=O)C3CC(=O)N(c4ccccc4)C3)s2)no1 (stereo not given)
  A: -1%	B: .	C: 25	D: .

COc1cc(OC)c2ccc(=O)oc2c1
  A: -4%	B: -2%	C: .	D: .

Cc1sc(NC(=O)c2oc3ccccc3c2C)c(C#N)c1C
  A: 1%	B: -3%	C: 9	D: 19

Cc1ccc(Cl)c2c1NC(=O)C2(O)CC(=O)c1ccccc1O (stereo not given)
  A: -1%	B: .	C: 14	D: -5

CCc1ccc(C(=O)NCc2ccc(Cl)cc2Cl)cc1
  A: -3%	B: .	C: -2	D: .

COCCn1c(SCC(N)=O)nnc1-c1c[nH]c2ccccc12
  A: 5%	B: 3%	C: 28	D: 0

COc1ccccc1-c1coc2cc(O)cc(O)c2c1=O
  A: -12%	B: -8%	C: -26	D: -1

N=C1C(c2nc3ccccc3c(=O)[nH]2)=C(O)CN1c1ccccc1
  A: 7%	B: -3%	C: ?	D: -3

CCOC(=O)c1c(-c2cccs2)csc1NC(=O)CN(CC)CC
  A: 1%	B: 6%	C: 4	D: 9

CCC(Oc1cc(Cl)ccc1Cl)C(=O)NNC(=O)CCC(=O)O (stereo not given)
  A: -1%	B: .	C: 17	D: .

Cc1ccc(-c2nn(C)c(=O)c3ccccc23)cc1S(=O)(=O)N1CCCC1
  A: -8%	B: -5%	C: -28	D: 10

Fc1ccc(-c2noc(C3CCN(Cc4cccnc4)CC3)n2)cc1
  A: 7%	B: 6%	C: 33	D: -17

O=C(CS(=O)c1cccc(C(F)(F)F)c1)Nc1ccccc1Cl (stereo not given)
  A: -10%	B: 3%	C: 2	D: 3

6 compounds from above, ordered by formula weight, ascending.
Key to letters: A = 12-hLO inh; B = ALOX15B inhib; C = PNC inhibitor; D = IMPase cell inh
COc1cc(OC)c2ccc(=O)oc2c1
  A: -4%	B: -2%	C: .	D: .

Cc1sc(NC(=O)c2oc3ccccc3c2C)c(C#N)c1C
  A: 1%	B: -3%	C: 9	D: 19

COCCn1c(SCC(N)=O)nnc1-c1c[nH]c2ccccc12
  A: 5%	B: 3%	C: 28	D: 0

Cc1ccc(Cl)c2c1NC(=O)C2(O)CC(=O)c1ccccc1O (stereo not given)
  A: -1%	B: .	C: 14	D: -5

O=C(CS(=O)c1cccc(C(F)(F)F)c1)Nc1ccccc1Cl (stereo not given)
  A: -10%	B: 3%	C: 2	D: 3

CCOC(=O)c1c(-c2cccs2)csc1NC(=O)CN(CC)CC
  A: 1%	B: 6%	C: 4	D: 9

More compounds follow:
Key to letters: A = 12-hLO inh; B = ALOX15B inhib; C = PNC inhibitor; D = IMPase cell inh
Cc1nc2ccccc2cc1C(=O)N/N=C/c1ccco1
  A: -2%	B: .	C: 13	D: .

O=C(Nc1ccc(Cl)cc1)c1ccc(-n2cncn2)c([N+](=O)[O-])c1
  A: -3%	B: 5%	C: 4	D: 0

O=C1C[C@@H]2CCN3C(=O)CCC[C@@H]([C@H]23)[C@H]1Cc1ccccc1
  A: -4%[0.00818 µM]	B: -1%[0.0915 µM]	C: .	D: .

O=C(N/N=C\c1cccc(Cl)c1)c1ccc(Cn2cccn2)o1
  A: 0%	B: .	C: ?	D: .

CCN1CCN(CCCNC(=O)C2CCCN(c3nnc(-n4cccc4)s3)C2)CC1 (stereo not given)
  A: -1%	B: 7%	C: -30	D: 11

CCc1ccc(NC(=O)c2ccc3c(c2)C(=O)N(CCOC)C3Nc2ccc(CC)cc2)cc1 (stereo not given)
  A: -4%	B: .	C: ?	D: .

COCCNc1cc(NCCOC)c([N+](=O)[O-])cc1[N+](=O)[O-]
  A: 1%	B: .	C: 5	D: .

CN(CCNC(=O)Cn1c(=O)sc2ccccc21)Cc1ccccc1
  A: 1%	B: 3%	C: 2	D: 4

OC[C@@H]1[C@@H](c2ccc(F)cc2)C(c2cccc(Cl)c2)=NN1c1ccccc1
  A: -8%[0.00818 µM]	B: -16%[0.0915 µM]	C: .	D: .

CCOc1ccc(N(Cc2cc3ccc(C)cc3[nH]c2=O)S(C)(=O)=O)cc1
  A: -7%	B: -5%	C: 33	D: 4

Cc1cc(NC(=O)CSc2nc(-c3ccco3)cc(C(F)(F)F)n2)n(-c2ccccc2)n1
  A: -8%	B: .	C: 7	D: 5

CCOC(=O)/C=C1\Nc2ccccc2SC1=O
  A: -3%	B: -12%	C: ?	D: 7

CC1(C)OC(=O)C(=CNc2ncccn2)C(=O)O1
  A: -1%	B: 6%	C: 24	D: 5

COn1c(SCc2ccccc2)nc2ccccc2c1=O
  A: -3%	B: -5%	C: ?	D: 7

COc1cc(/C=N\NC(=O)c2ccc(C)nc2)ccc1OC(=O)c1ccco1
  A: 1%	B: .	C: 1	D: -2

Whole records, quoted from the list. Screens in order: 12-hLO inh	ALOX15B inhib	PNC inhibitor	IMPase cell inh
`Cc1cc(NC(=O)CSc2nc(-c3ccco3)cc(C(F)(F)F)n2)n(-c2ccccc2)n1` as listed: -8%	.	7	5
`CCc1ccc(NC(=O)c2ccc3c(c2)C(=O)N(CCOC)C3Nc2ccc(CC)cc2)cc1` (stereo not given) as listed: -4%	.	?	.
`O=C1C[C@@H]2CCN3C(=O)CCC[C@@H]([C@H]23)[C@H]1Cc1ccccc1` as listed: -4%[0.00818 µM]	-1%[0.0915 µM]	.	.
`COc1cc(/C=N\NC(=O)c2ccc(C)nc2)ccc1OC(=O)c1ccco1` as listed: 1%	.	1	-2
`OC[C@@H]1[C@@H](c2ccc(F)cc2)C(c2cccc(Cl)c2)=NN1c1ccccc1` as listed: -8%[0.00818 µM]	-16%[0.0915 µM]	.	.

Next part
Key to letters: A = 12-hLO inh; B = ALOX15B inhib; C = PNC inhibitor; D = IMPase cell inh
CC(=O)N1CCc2cc(C(=O)CN3CCN(c4ccccc4F)CC3)ccc21
  A: 1%	B: -13%	C: 14	D: -6

CCOc1cc(C2NC(=O)NC(C)=C2C(=O)OC(C)CC)cc(Br)c1O (stereo not given)
  A: -15%	B: -1%	C: -9	D: 7

O=C1CN2C(=N1)N(Cc1ccccc1)c1ccccc12
  A: -1%	B: 1%	C: ?	D: 6

O=C(CCn1c(=S)[nH]c2ccccc2c1=O)N1CCOCC1
  A: -6%	B: -1%	C: 12	D: 7

O=C(C[n+]1cnn(CC(=O)c2ccc(Cl)cc2Cl)c1)c1ccc([N+](=O)[O-])cc1
  A: 3%	B: .	C: -15	D: 6

CCOC(=O)c1sc(NC(=S)NC(=O)c2cccc(Cl)c2)c(C(=O)OCC)c1C
  A: 3%	B: -2%	C: 2	D: 3

Cc1c(C2Nc3ccccc3NC3=C2C(=O)CC(C)(C)C3)cnn1C (stereo not given)
  A: 0%	B: .	C: -6	D: -4

O=c1[nH]c(=O)n(CCc2ccc(F)cc2)c(O)c1C=NCc1ccc2c(c1)OCO2
  A: 1%	B: -21%	C: ?	D: -12

O=C(N/N=C/C1CC=CCC1)c1ccc(O)cc1O (stereo not given)
  A: 0%	B: .	C: -10	D: .

C=CCN1CCN(C(c2cc(OC)ccc2OC)c2nnnn2CC2CCCO2)CC1 (stereo not given)
  A: 1%	B: 7%	C: ?	D: 9

Cc1ccc2[nH]c3c(NCCCN4CCCC4=O)ncnc3c2c1
  A: 4%	B: 1%[11.4 µM]	C: -6	D: 8[1.84 µM]

COc1cc(C(=O)N/N=C/c2ccsc2C)cc(OC)c1OC
  A: 8%	B: 24%	C: 43	D: 7

COc1cc2ccccc2c2c1CCCC2=O
  A: -1%	B: 0%	C: -6	D: -4

CC(O)CO (stereo not given)
  A: 1%&2%	B: -12%&7%	C: .	D: .

O=C(NN1CCCCC1)c1cccc(COc2ccc(Cl)cc2)c1
  A: 2%	B: .	C: ?	D: .

Further results
Key to letters: A = 12-hLO inh; B = ALOX15B inhib; C = PNC inhibitor; D = IMPase cell inh
CCCCNC(=O)Cn1cnc2c(cnn2-c2ccc(C)c(C)c2)c1=O
  A: -1%	B: 2%	C: -2	D: 1

Nc1nc(Nc2ccccc2)nc(NCc2ccco2)c1[N+](=O)[O-]
  A: 1%	B: .	C: ?	D: .

CCc1cc2c(=O)[nH]c(N3CCCC3)nc2s1
  A: -8%	B: .	C: -10	D: .

c1ccc(C2Nc3ccccc3Oc3ccccc32)cc1 (stereo not given)
  A: -9%	B: .	C: 72	D: -5

Cc1ccc(S(=O)(=O)CCC(=O)Nc2ccc3c(c2)OCO3)cc1
  A: 4%	B: -2%	C: ?	D: 1

Screening data from PubChem BioAssay.
